Bioassay records: PubChem, Broad Institute
Statin myotox sup: suppressors of statin myotoxicity in C2C12 myotubes, primary screen, cell-based, single point, plate reader. 330,000 compounds, 0.78% hits. C2C12 myotubes + simvastatin, ATP luminescence, 48 h; scaled: DMSO 0, geranylgeraniol control 100. rescue of ATP level, % at 7.49 µM. AID 602340, 2012;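 active = mean ATP rescue above about 67%, or every replicate alone reaching that limit, limit read from the data, passing the limit was not always enough; inconclusive = no clear call, values can overlap the other calls; inactive = mean under the limit and some replicate under it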;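 also: myotubes were challenged with 10 µM simvastatin during compound exposure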
SIRT5 inh: SIRT5 desuccinylase inhibitors, primary screen, biochemical, fluorescence imaging, single point, set 5. 330,000 compounds, 1.1% hits. Purified SirT5, succinyl-peptide AMC, trypsin-coupled fluorescence. NAD-dependent protein deacylase sirtuin-5, mitochondrial (Homo sapiens), Q9NXA8. AID 652115, 2013. inhibition, % at 15 µM; in the data active = inhibition above about 15%; inconclusive = no clear call, values can overlap the other calls
LGR2 inh: inhibitors of bursicon-induced LGR2 CRE-luciferase signal, primary screen, cell-based, HEK293, CRE-luciferase reporter, bursicon stimulation. inhibition, % at 9.99 µM. 380,000 compounds, 0.35% hits. bursicon-stimulated, 4 h. Drosophila bursicon receptor LGR2 (rickets);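 active = drop in luminescence signal, shown as inhibition above about 50% in the replicate tests, limit read from the data, passing the limit was not always enough; inconclusive = probably only some replicates passing the limit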;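 also: agonist challenge used bursicon conditioned medium at about half maximal strength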
ERAP1 HTS inh: human ERAP1 aminopeptidase inhibitors, primary screen, biochemical, single point, plate reader; Endoplasmic reticulum aminopeptidase 1 (Homo sapiens), Q9NZ08; recombinant ERAP1, Leu-AMC fluorescence, 60 min; inhibition, % at 10.7 µM; 340,000 compounds, 0.15% hits; AID 652197, 2013;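 active = mean replicate inhibition of at least 30%, or all replicates individually reaching that 30% level; inactive = mean below 30% and not every replicate reaching it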;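 also: 0% = neutral control wells and 100% = L-leucinethiol positive control wells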
Target sequence (Q9NZ08 whole entry, looked up): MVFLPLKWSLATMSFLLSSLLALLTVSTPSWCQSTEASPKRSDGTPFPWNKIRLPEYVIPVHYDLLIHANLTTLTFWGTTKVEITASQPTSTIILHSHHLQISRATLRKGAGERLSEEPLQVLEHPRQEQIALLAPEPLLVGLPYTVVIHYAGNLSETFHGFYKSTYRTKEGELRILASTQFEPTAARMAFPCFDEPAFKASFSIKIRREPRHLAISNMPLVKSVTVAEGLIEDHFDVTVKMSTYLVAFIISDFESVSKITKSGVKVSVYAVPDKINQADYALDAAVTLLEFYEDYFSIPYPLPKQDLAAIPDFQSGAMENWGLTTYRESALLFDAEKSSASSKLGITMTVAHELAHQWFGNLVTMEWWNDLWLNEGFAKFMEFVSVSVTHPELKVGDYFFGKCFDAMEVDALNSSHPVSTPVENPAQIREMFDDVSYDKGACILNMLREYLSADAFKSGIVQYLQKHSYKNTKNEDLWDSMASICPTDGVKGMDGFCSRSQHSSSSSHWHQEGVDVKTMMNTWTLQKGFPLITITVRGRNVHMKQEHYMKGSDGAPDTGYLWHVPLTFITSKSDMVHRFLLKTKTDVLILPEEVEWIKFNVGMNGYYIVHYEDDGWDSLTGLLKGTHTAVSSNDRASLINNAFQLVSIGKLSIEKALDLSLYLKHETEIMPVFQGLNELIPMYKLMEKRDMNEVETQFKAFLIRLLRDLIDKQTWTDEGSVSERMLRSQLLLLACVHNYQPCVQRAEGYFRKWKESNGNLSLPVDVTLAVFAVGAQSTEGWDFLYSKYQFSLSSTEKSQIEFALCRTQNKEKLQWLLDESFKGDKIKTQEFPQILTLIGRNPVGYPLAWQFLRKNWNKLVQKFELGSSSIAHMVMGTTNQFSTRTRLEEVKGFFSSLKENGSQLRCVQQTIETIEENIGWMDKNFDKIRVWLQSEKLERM
PGC1a acetyl inh: inhibitors of PGC1a acetylation signal, primary screen, cell-based, U2OS, AlphaScreen, inhibitor mode; AlphaScreen anti-acetyl-lysine; with virally co-expressed GCN5 acetyltransferase; inhibition, % at 15.6 µM; 350,000 compounds, 0.17% hits; AID 651687, 2012;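 active = every replicate shows inhibition of at least 40%; inconclusive = mean inhibition at least 40% but some replicate below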;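 also: 0% = neutral control wells and 100% = positive control wells; some results beyond the cut were filed as inactive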
Cneo AK release: Cryptococcus neoformans cell lysis inducers, primary screen, AK release luminescence, single concentration. C. neoformans lysis, adenylate kinase release luminescence, 4 h; normalised: neutral wells 0, clomiphene wells 100. lysis activity, % at 15 µM. 360,000 compounds, 0.2% hits. AID 651654, 2012;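 active = mean lysis activity across replicates of at least 80%, whatever share of replicates individually reach that level; inactive = mean lysis activity below 80%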
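Assay system: C. neoformans cells. Amount: yeast cell density of 5 × 10^6 cells/mL. Technique: AK luminescence. Buffer or medium: YPD. Times: static 4 h at 37 °C with compound, 1 h detection. Dosing: single-point compound dose. Read-out: lysis from increased AK signal.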
S100A4 MyoIIA: inhibitors of S100A4-myosin IIA peptide binding, primary screen, biochemical, fluorescence polarization, TAMRA-MyoIIA peptide | Protein S100-A4 (Homo sapiens), P26447 | inhibition, % at 10.7 µM | 360,000 compounds, 0.14% hits | AID 652163, 2013;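 active = mean inhibition of at least 70% across replicates, with every replicate also reaching that level; inconclusive = mean inhibition reaches 70% but some replicates fall short; inactive = mean inhibition below 70%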
Target sequence (P26447 whole entry, looked up): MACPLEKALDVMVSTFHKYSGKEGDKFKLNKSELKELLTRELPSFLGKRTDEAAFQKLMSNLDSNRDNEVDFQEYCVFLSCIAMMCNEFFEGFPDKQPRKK
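Material: S100A4 monomer protein | Medium: HEPES pH 7.2 with CaCl2, KCl, NaCl, DTT, Triton | Reagent: Labelled myosin peptide probe, 5 nM | Doses: One dose per compound | Times: 5 min incubation before reading | Benchmarks: Neutral control DMSO, positive control TFP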
Xi reactivation: activators of inactive X chromosome reactivation, primary screen, imaging, XiGFP fibroblasts, GFP high-content imaging, set 2 | 360,000 compounds, 0.055% hits | activation, % at 7.58 µM | XiGFP mouse fibroblasts, % GFP-positive cells imaging, 3 d; cells co-treated with 5-aza-dC sensitizer; scaled so ellipticine positive control = 100%;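 active = mean normalized replicate activation at least 10% and every replicate at or above 10%; inconclusive = only one of the two criteria met; inactive = mean below 10% and not all replicates reach 10%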;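 also: 0% = median of on-plate neutral control wells and 100% = ellipticine 6 µM median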
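Assay system: SV40-immortalized XiGFP fibroblast cells, line 68-5-11; buffer or medium: DMEM plus 5-aza-dC sensitizer; compound: one concentration, pinned; timing: compounds 3 days, fix/stain 15 min at room temperature; benchmarks: positive control ellipticine, 6 µM final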
Numbers without * were called inactive; ? = inconclusive; · = not tested or not shown. This is a subset, so the mix of outcomes need not match the whole.

Compound	Statin myotox sup	SIRT5 inh	LGR2 inh	ERAP1 HTS inh	PGC1a acetyl inh	Cneo AK release	S100A4 MyoIIA	Xi reactivation
CCCCC(=O)N/N=C/c1cc([N+](=O)[O-])ccc1N1CCOCC1	-2	·	9	·	5	2	·	-0.1
CCOC(=O)CCC(=O)Nc1ncnc2c1C(c1ccccc1)c1c(ccc3ccccc13)O2 (stereo unspecified)	4	·	25	-3	·	5	0	0.0
O=C(C[C@@H]1C[C@H]2c3cc(NC(=O)NC4CCCC4)ccc3O[C@H]2[C@@H](CO)O1)NCc1cccnc1	·	5	-10	3	-6	·	-6	0.0
Cc1sc2nc(-c3cccnc3)[nH]c(=O)c2c1-c1ccccc1	3	-3	·	-2	-10	-1	0	0.1
COc1ccc(S(=O)(=O)N2CCc3ccccc3C2)cc1OC	39	1	-25	-2	6	-4	-4	·
O=C(NCCc1ccc(C(F)(F)F)cc1)C1CCC(=O)N(CCc2cccc(F)c2)C1 (stereo unspecified)	-8	6	-10	2	3	1	-2	0.0
CO[C@H]1CC[C@@H]2CCOc3c(C#N)cccc3C(=O)N(C)C[C@@H](c3ccccc3)CC(=O)N(C)C[C@@H]1O2	2	2	-19	5	-1	28	9	0.2
CCC(=O)N1C[C@@H](C)[C@@H](OC)CN(C)C(=O)c2ccc(NC(=O)Nc3ccc(Cl)cc3)cc2OC[C@@H]1C	15	-5	6	·	1	-3	·	0.4
Cn1c(CBr)c(C(=O)c2ccc([N+](=O)[O-])cc2)c(=O)n(C)c1=O	·	1	·	·	18	-1	-2	0.0
CN1CCN(C(=O)C[C@H]2CC[C@H]3[C@H](COc4ccc(NC(=O)c5cscn5)cc4C(=O)N3C)O2)CC1	-3	-1	-14	-1	1	1	-14	0.5
Cc1ccc(NC(=O)CN(C)CC(=O)N(CC(C)C)c2c(N)n(CC(C)C)c(=O)[nH]c2=O)c(C)c1	0	0	-17	1	·	-4	-3	-1.0
NC(=O)Nc1ccc(C(=O)OCC(=O)N2CCCC2=O)cc1	-2	-4	8	-2	5	-1	-2	0.2
Cc1cc(=O)oc2c(C)c(OC(C)C(=O)NCCCN3CCOCC3)ccc12 (stereo unspecified)	1	-4	-4	0	6	0	-4	0.0
COc1cccc(CNC(=O)[C@H]2[C@H](CO)[C@H]3Cn4c(ccc(-c5ccncc5)c4=O)[C@H]3N2C)c1	8	-1	-17	-2	·	0	-2	0.2
O=C(CN1CCCCC1)N/N=C/c1ccccc1OCc1ccccc1	·	-2	-15	0	·	·	-2	0.0
Cn1c(=O)c([N+](=O)[O-])c(NCC2CCCO2)c2ccccc21 (stereo unspecified)	·	2	6	-1	14	·	2	0.1
Cc1nc2c(c(C)nn2-c2ccccc2)c(C)c1CCC(=O)NCCCOC(C)C	11	14	8	1	-6	-5	1	0.0
COc1ccccc1C(=O)N/N=C/c1cnc2ccccc2n1	·	1	-14	1	·	3	-2	-0.1
Cc1ccc(CNC(=O)c2ccc(S(=O)(=O)N3CCCCCC3)cc2)cc1	3	·	0	0	-15	18	2	0.0
COc1ccccc1OCCSc1nc2ccccc2n1CC(=O)O	1	-1	-6	0	·	-2	8	0.1
C[C@@H]1CN([C@@H](C)CO)C(=O)c2cc(NC(=O)Cc3cn(C)c4ccccc34)ccc2O[C@H]1CN(C)Cc1ccccc1	2	2	-3	-3	·	-59	0	0.1
Cn1cc([N+](=O)[O-])c(C(=O)NCC(=O)O)n1	·	-2	·	3	·	·	4	0.1
COC(Cc1ccccc1N1CCCC1=O)OC	-2	·	0	-3	6	12	4	0.0
CO[C@H]1CN(C)C(=O)c2cc(NC(=O)C3CC3)ccc2OC[C@H](C)N(CCC(F)(F)F)C[C@@H]1C	-9	-1	2	0	5	0	4	0.0
COc1ccc(NS(=O)(=O)c2cccc(C(=O)NNC(=O)c3cccc(NC(C)=O)c3)c2)cc1	-10	0	3	-1	·	1	-8	0.0
COc1ccccc1C(=O)Nc1ccc2c(c1)nc(CCNC(=O)c1ccco1)n2C	-211	-8	-22	-7	-115	-1	-7	0.3
CC1CCC(NC(=O)C2CCN(c3nc4ccccc4s3)CC2)CC1 (stereo unspecified)	0	-2	-5	-1	·	-9	1	0.1
Cc1cccc(Nc2nnc(SCC(=O)NC(=O)Nc3ccc4c(c3)OCCO4)s2)c1	·	0	-10	-3	-6	-5	-1	0.0
C[C@H](CO)N1C[C@H](C)[C@H](CN(C)C(=O)Nc2ccc(F)cc2)Oc2c(NC(=O)c3ccncc3)cccc2C1=O	5	3	-13	1	-4	-1	-4	0.0
O=C(COC(=O)/C=C/c1ccc(Cl)cc1Cl)NCc1ccco1	·	-1	2	0	-9	·	-2	-0.1
O=C1CN(C(=O)c2ccccc2F)C(c2ccc(F)cc2)c2cc(F)ccc2N1 (stereo unspecified)	·	-1	8	0	·	·	3	0.0
CC(C)NC(=O)Nc1ccc2c(c1)CC(=O)N([C@H](C)CO)C[C@@H](C)[C@@H](CN(C)C(=O)NC1CCCCC1)O2	16	-1	-5	0	3	-5	2	0.2
C[C@@H]1CN([C@@H](C)CO)C(=O)Cc2cc(NC(=O)Cc3cn(C)c4ccccc34)ccc2O[C@H]1CN(C)S(C)(=O)=O	2	2	-15	-6	3	-1	-12	-0.9
CCCC(C(=O)NNC(=O)c1ccncc1)c1ccccc1 (stereo unspecified)	-1	-4	0	0	2	-2	-4	-0.1
O=C(C1CC1)N1CC(=O)N2[C@H](CO)[C@H](c3ccc(-c4ccccc4F)cc3)[C@H]2C1	·	-5	4	2	11	·	0	0.3
COc1nnc(-c2ccc(C)cc2)c2ccccc12	1	0	-11	5	-22	2	-1	0.3
COCC(=O)Nc1ccc2c(c1)[C@H]1C[C@H](CC(=O)O)O[C@H](CO)[C@H]1O2	0	0	3	0	9	1	4	0.0
O=C(NC[C@H]1N[C@H](CO)[C@@H]1c1ccc(C2=CCCCC2)cc1)C1CCCC1	·	-7	-22	1	·	·	-8	0.1
CC(C)Sc1nnc(NC(=O)c2ccc3c(c2)OCO3)s1	8	-2	-32	4	·	0	-3	-0.1
COc1cccc(S(=O)(=O)N2CCCCN3[C@H](CO)[C@@H](c4ccc(C#CC(C)C)cc4)[C@H]3C2)c1	·	14	0	3	-2	6	-3	0.0
Cc1ccsc1C(=O)OCC(=O)NC1CCCCC1C (stereo unspecified)	49	-10	-5	3	-8	14	-1	0.3
O=C(Cn1nc(-c2cccs2)ccc1=O)Nc1ccc(Br)cc1	7	-2	-6	0	·	7	-4	0.2
CCc1cnc(N2[C@@H](C#N)[C@H](c3ccc(C4=CCCC4)cc3)[C@@H]2CO)s1	-9	6	-6	-2	-4	-6	-1	0.1
O=C(COc1ccccc1)Nc1nc(-c2cccnc2)cs1	1	-3	-3	0	·	10	9	0.1
CC(=O)Nc1ccc(S(=O)(=O)NCC(=O)OCC(=O)c2ccc[nH]2)cc1	12	-2	-4	-1	·	0	-1	0.0
O=C(CCc1ccccc1)NC(=S)Nc1ccccc1[N+](=O)[O-]	3	-1	6	-2	·	1	1	0.0
CSc1nnc(-c2cccs2)n1C	-5	-1	-13	4	-4	·	-2	0.5
COc1ccc(N2CC(C(=O)N/N=C/c3cccs3)CC2=O)cc1 (stereo unspecified)	·	1	1	3	·	·	0	0.0
CN(C)CCNC(=O)c1cccc2[nH]c(-c3ccncc3)nc12	·	-11	0	3	7	·	0	0.2
O=C(CCC(=O)OCC(F)(F)C(F)F)Nc1ccc(F)cc1F	-2	-1	6	-1	9	4	4	0.1
N#C[C@@H]1[C@@H](c2ccccc2)[C@H](CO)N1C(=O)Cc1ccccn1	4	9	-17	-1	8	38	9	0.0
CCc1ccc(NC(=S)NCc2cccnc2)cc1	-14	-4	9	3	2	0	0	0.2
CCOC(=O)N1CCC(NC(=O)c2cccc3c2C(=O)N(CCOC)C3)CC1	0	-1	·	10	-1	-1	3	0.1
CCc1ccc(OCCOCC(O)CNC(C)(C)C)cc1 (stereo unspecified)	0	-2	·	5	-6	2	2	-0.1
Cc1cc(C)cc(NC(=S)NCc2cccnc2)c1	·	0	9	1	·	·	-2	0.0
CCOc1ccc(NS(=O)(=O)c2cc(C(=O)N3CCC3)ccc2Cl)cc1	6	-2	7	1	·	0	-4	0.0
COc1cccc(-c2ccc3c(c2)O[C@H](CN(C)C(C)=O)[C@H](C)CN([C@H](C)CO)S3(=O)=O)c1	-3	-6	4	0	-12	2	7	0.2
O=[N+]([O-])c1ccc2c(c1N1CCCCC1)=NC1(CCCCC1)[N+]=2[O-]	12	-1	7	3	-14	·	5	0.0
COc1ccc(OCCSc2n[nH]c(N)n2)cc1	12	·	-7	·	-3	6	·	·
Cc1cc(C)n(C(=O)COc2ccccc2[N+](=O)[O-])n1	·	-1	9	-2	2	·	-1	0.3

3 of the entries above in order of their number in PGC1a acetyl inh, high to low:
molecule | SIRT5 inh | LGR2 inh | ERAP1 HTS inh | PGC1a acetyl inh | S100A4 MyoIIA
O=C(CCC(=O)OCC(F)(F)C(F)F)Nc1ccc(F)cc1F | -1 | 6 | -1 | 9 | 4
N#C[C@@H]1[C@@H](c2ccccc2)[C@H](CO)N1C(=O)Cc1ccccn1 | 9 | -17 | -1 | 8 | 9
O=[N+]([O-])c1ccc2c(c1N1CCCCC1)=NC1(CCCCC1)[N+]=2[O-] | -1 | 7 | 3 | -14 | 5

(list continues)
Compound	Statin myotox sup	SIRT5 inh	LGR2 inh	ERAP1 HTS inh	PGC1a acetyl inh	Cneo AK release	S100A4 MyoIIA	Xi reactivation
Cc1ccc(NC(=S)Nc2cccc3cnccc23)cc1	-4	1	·	6	·	-2	4	0.0
CN1c2ccc(C#Cc3cccnc3)cc2[C@H]2[C@H](CCN2S(=O)(=O)c2ccccc2)[C@@H]1CO	1	-1	-9	-1	-13	-6	11	0.0
Cc1nn(CCCC(=O)O)c(C)c1[N+](=O)[O-]	·	-1	7	1	?	·	-2	-0.1
C[C@H]1CN([C@@H](C)CO)C(=O)Cc2cc(NC(=O)Nc3ccccc3)ccc2O[C@H]1CN(C)CC1CCCCC1	-21	2	19	2	10	1	5	-0.5
C/C=C/c1cccc(-c2nc(C(=O)NCc3ccccc3)cc3c2[C@H](CCO)N([S@@](=O)C(C)(C)C)C3)c1	11	-2	-8	1	-1	-16	-15	0.1
O=S1(=O)N=C(c2ccccc2)c2ccccc21	-3	4	29	-2	·	-3	-2	0.3
